# PvdQ acylase = P. aeruginosa PvdQ acylase inhibitors, primary screen, biochemical, fluorescence, plate reader and imaging, single point; PvdQ acylase [Pseudomonas aeruginosa LESB58]; inhibition, % at 10 µM; purified PvdQ acylase; 340,000 compounds, 0.063% hits; in the data active means inhibition above about 30%, passing the limit was not always enough; inconclusive means no clear call, values can overlap the other calls;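 further: 0% = vehicle neutral wells and 100% = reference inhibitor wells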
# dFosB act = activators of delta FosB homodimer, primary screen, biochemical, fluorescence polarization, TAMRA-CDK5 oligo, single point; 340,000 compounds, 0.99% hits; activation, % at 25 µM; Protein FosB (Mus musculus), P13346; AID 493131, 2011; purified delta FosB; percent of positive-control signal above neutral wells;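 active means mean activation above about 17%, with every replicate also reaching it, limit read from the data, passing the limit was not always enough; inconclusive means only one of the two conditions met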;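 further: fluorescence polarization rise as delta FosB binds a TAMRA Cdk5 AP-1 oligo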
# Target sequence (P13346 whole entry, looked up): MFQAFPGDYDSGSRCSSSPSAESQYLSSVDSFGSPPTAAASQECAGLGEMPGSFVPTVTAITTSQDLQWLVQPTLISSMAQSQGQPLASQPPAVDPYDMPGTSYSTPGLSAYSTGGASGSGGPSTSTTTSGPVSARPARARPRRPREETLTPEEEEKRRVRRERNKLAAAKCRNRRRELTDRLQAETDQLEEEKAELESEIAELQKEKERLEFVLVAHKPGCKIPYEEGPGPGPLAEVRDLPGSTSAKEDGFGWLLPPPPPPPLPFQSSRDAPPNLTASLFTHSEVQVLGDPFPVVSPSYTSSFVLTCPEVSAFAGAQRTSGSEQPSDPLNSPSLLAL
# CDK5 p35 inh = inhibitors of human CDK5/p35 kinase, primary screen, biochemical, single concentration; Cyclin-dependent kinase 5 (Homo sapiens) + Cyclin-dependent kinase 5 activator 1 (Homo …; Recombinant CDK5/p35, ADP-Glo luminescence, 60 min; inhibition, % at 10 µM; 330,000 compounds, 0.01% hits; AID 488839, 2010;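 active means highest replicate inhibition of at least 50% and at least 75% of replicates reaching 50%; inconclusive means only one of the two criteria met; inactive means both criteria failed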;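 further: plate controls were DMSO neutral control for no effect and GW8510 at 10 µM for full effect; many of its hits are not listed in these tables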
# SR-BI uptake up = activators of SR-BI mediated DiI-HDL uptake, primary screen, ldlA[mSR-BI] CHO cells, DiI fluorescence; 3 h; 100 = double the neutral-control signal; activation, % at 12.5 µM; 320,000 compounds, 0.096% hits;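 active means mean replicate activation of at least 60% and every replicate at or above 60%; inconclusive means mean or all-replicate condition met, but not both; inactive means mean below 60% and not all replicates reaching 60%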;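 further: 0% = median plate neutral-control signal and 100% = twice that signal; values of inactives mirror those of a sister screen read the other way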
#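 Material: SR-BI-overexpressing, LDLR-lacking CHO cells | Dosing: Single compound concentration, delivered by pin transfer | Probe or stimulus: Labelled HDL, 10 µg/mL | Signal: Bottom-read cell fluorescence after medium removal, ex 550/em 595 nm | Schedule: 3 h, 37 °C | Evaluation: HDL uptake via cellular fluorescence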
# cardiac RTF act = cardiac RTF calcium sensitivity activators, primary screen, biochemical, IANBD-TnC fluorescence, EC20 calcium; activation, % at 7.2 µM; 340,000 compounds, 0.24% hits; AID 493008, 2010; IANBD-labeled TnC RTF fluorescence at EC20 calcium; 0% EC20 calcium, 100% full calcium;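 active means activation above the mean over all tested compounds plus 3 SD, cut at about 30% in these data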;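 further: rise in fluorescence read as greater calcium sensitivity of cardiac thin filaments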
# HTR5A ag ctr = HTR5A agonists in luminescence cell assay, primary screen, counter-screen for OPRM1-OPRD1 heterodimer agonist project, full-deck HTS. AID 504692, 2011. cell-based. activation, % at 9.3 µM. 340,000 compounds, 0.61% hits; in the data active means activation mostly above about 9.5%, no sharp cut-off; inactive means mostly below about 7.6%;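 further: 0% = cells with vehicle only and 100% = reference agonist; strong numbers were not always called active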
# Rtt109 Vps75 = inhibitors of C. albicans Rtt109/Vps75 HAT, primary screen, biochemical, ThioGlo CoA-SH fluorescence, plate reader | Histone acetyltransferase RTT109 (Candida albicans (strain SC5314 / ATCC MYA-2876)), … | purified Rtt109/Vps75, 4 h | inhibition, % at 34.9 µM | 330,000 compounds, 0.16% hits | AID 540336, 2011;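 active means inhibition of at least 50% in every replicate; inconclusive means best replicate reaches 50% inhibition but some replicates fall short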
# Target sequence (Q5AAJ8 whole entry, looked up): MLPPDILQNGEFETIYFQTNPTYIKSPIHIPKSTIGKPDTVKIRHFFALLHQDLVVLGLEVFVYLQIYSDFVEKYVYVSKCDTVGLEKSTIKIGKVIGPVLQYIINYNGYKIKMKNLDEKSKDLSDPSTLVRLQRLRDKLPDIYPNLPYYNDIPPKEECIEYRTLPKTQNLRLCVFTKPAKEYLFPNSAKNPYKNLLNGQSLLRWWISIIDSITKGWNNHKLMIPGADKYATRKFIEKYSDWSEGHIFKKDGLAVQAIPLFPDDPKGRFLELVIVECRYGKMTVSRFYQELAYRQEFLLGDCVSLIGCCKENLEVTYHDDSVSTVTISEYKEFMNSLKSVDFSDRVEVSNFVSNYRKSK
# SR-BI HDL uptake = inhibitors of SR-BI mediated HDL lipid uptake, primary screen, ldlA[mSR-BI] cells, fluorescence, single point; 320,000 compounds, 0.96% hits; ldlA[mSR-BI] CHO cells, DiI-HDL uptake fluorescence, 3 h; Scavenger receptor class B member 1 (Mus musculus), Q61009; inhibition, % at 12.5 µM;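 active means mean replicate inhibition of at least 70% and a set share of replicates each scoring 70 or more; inconclusive means meets just one of the two criteria; inactive means fails both criteria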;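 further: 0% = median of neutral control wells and 100% = median of positive control wells; values of inactives mirror those of a sister screen read the other way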
# MITF act = activators of MITF-driven TRPM1 promoter reporter, primary screen, cell-based, SK-MEL-5, luciferase, single point; activation, % at 12.5 µM; AID 588334, 2011; SK-MEL-5 TRPM1-promoter luciferase, 24 h; % of positive control, neutral wells = 0; 300,000 compounds, 0.75% hits;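 active means mean activation of at least 80% with every replicate also reaching 80%; inconclusive means mean reaches 80% but some replicate falls short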;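 further: 0% = neutral control wells and 100% = parthenolide positive control wells; values of inactives mirror those of a sister screen read the other way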
# Wnt bcat act = Wnt/beta-catenin pathway activators, primary screen, cell-based, plate reader, single point; Wnt/beta-catenin reporter cell assay, activator; activation, % at 9.35 µM; 300,000 compounds, 1.2% hits; AID 743398, 2014; in the data active means activation above about 30%, passing the limit was not always enough; inconclusive means no clear call, values can overlap the other calls;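 further: 0% = neutral control wells and 100% = positive control wells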
# An asterisk follows results filed as active; ? = inconclusive; · = not tested or not shown; & = joins results of further samples. Some of the compounds tested; the hit share may differ from the screen's.
SMILES,PvdQ acylase,dFosB act,CDK5 p35 inh,SR-BI uptake up,cardiac RTF act,HTR5A ag ctr,Rtt109 Vps75,SR-BI HDL uptake,MITF act,Wnt bcat act
COC(=O)C1=C(c2ccc(Cl)c(C(F)(F)F)c2)C[C@@H]2CC[C@H]1N2C(=O)NCCOc1ccccc1Cl,10,3,-0.5,-15,-7,2,3,15,0,·
Cc1cc(O)c2c(C)c(CC(=O)N3C[C@H]4C[C@@H](C3)c3cccc(=O)n3C4)c(=O)oc2c1,0,-6,-0.1,18,2,-4,-2,-18,-9,-1
CC[C@@H](CO)NC(=O)[C@@H]1C=C2c3cccc4c3c(cn4C)C[C@H]2N(C)C1,-14&-8,4&1,-0.7&-0.7,12&-6,7&5,81*,-8&12,-12&9,-6&7,6&-2
CCOC(=O)c1cn2nc(OP(=S)(OCC)OCC)cc2nc1C,-6,0,0.5,-27,0,6,-6,27,6,·
COC(=O)C1=C(c2ccc3ccccc3c2)C[C@@H]2CC[C@H]1N2C(=O)NCCO,10,5,-0.4,13,-7,14,1,-13,9,0
COc1cc2[nH]c(=O)n(-c3ccc(C)cc3)c(=O)c2cc1OC,-14,0,-0.1,6,-1,-3,-6,-6,6,·
CN(C)C(=O)Oc1ccc2c(c1)O/C(=C\c1ccccc1)C2=O,7,-5,1.0,6,-2,-1,9,-6,?,25
CCN(CC)c1ccc(N=Cc2c(O)n(-c3ccc(Cl)cc3)c(=O)[nH]c2=O)cc1,-5,-3,0.5,-13,4,-5,9,13,5,-1
COC(=O)C1=C(c2ccc(F)cc2OCc2ccccc2)C[C@@H]2CC[C@H]1N2C(=O)NCc1ccc(OC)cc1,-16,-3,-2.4,-13,8,-2,-18,13,4,-5
O=C1NC(=O)C(Nc2ccc(Cl)c(Cl)c2)C(=O)N1,-8,-3,1.3,22,-3,1,0,-22,-9,6
Cc1nc2cc(C(F)(F)F)ccc2n1C1CCN(Cc2nnnn2Cc2ccc3c(c2)OCO3)CC1,11,4,-3.6,25,7,·,6,-25,·,-4
CCc1cc(=O)oc2c(C)c(OCC(=O)N3C[C@H]4C[C@@H](C3)c3cccc(=O)n3C4)ccc12,-11,-1,-1.5,20,-5,1,1,-20,-6,-1

# Part of the list above, with bars between the fields:
Structure | PvdQ acylase | dFosB act | CDK5 p35 inh | SR-BI uptake up | cardiac RTF act | HTR5A ag ctr | Rtt109 Vps75 | SR-BI HDL uptake | MITF act | Wnt bcat act
CC[C@@H](CO)NC(=O)[C@@H]1C=C2c3cccc4c3c(cn4C)C[C@H]2N(C)C1 | -14&-8 | 4&1 | -0.7&-0.7 | 12&-6 | 7&5 | 81* | -8&12 | -12&9 | -6&7 | 6&-2
CCOC(=O)c1cn2nc(OP(=S)(OCC)OCC)cc2nc1C | -6 | 0 | 0.5 | -27 | 0 | 6 | -6 | 27 | 6 | ·

# (cont.)
SMILES,PvdQ acylase,dFosB act,CDK5 p35 inh,SR-BI uptake up,cardiac RTF act,HTR5A ag ctr,Rtt109 Vps75,SR-BI HDL uptake,MITF act,Wnt bcat act
O=C(CN1C(=O)COc2ccccc21)N1CCC2(CC1)OCCO2,-15,-10,0.0,17,2,1,-24,-17,-5,-1
O=C(C(=O)N1CCOCC1)c1cn(CCCOc2ccccc2)c2ccccc12,-5,-10,-0.5,-23,4,0,-3,23,-3,-3
Cc1ccc2nsnc2c1-n1c(C)nc2ccccc2c1=O,14,-5,0.3,3,-4,4,10,-3,-15,·
O=c1c2ccccc2nc(-c2ccco2)n1-c1ccc(Br)cc1,-7,-11,-3.3,-4,1,-7,19,4,·,-5
CC(Cc1ccccc1Sc1ccc(O)cc1)N(C)C (stereo not drawn),-2,7,3.1,13,-1,0,4,-13,17,·
CCCCn1c(=O)c(C=Nc2cccnc2Cl)c(O)n(CCCCl)c1=O,5,-12,-0.1,-2,10,1,3,2,-14,51*
CCOc1ccccc1-n1c(O)c(C=NCCCN(CC)CC)c(=O)[nH]c1=O,-15,5,0.1,2,4,-3,-5,-2,-2,-1
CCOc1cc(CN2CCN(C(=O)Cc3ccccc3)CC2)ccc1OC,-12,1,-0.3,1,9,1,-8,-1,·,0
COc1ccc2c(c1O)-c1c(OC)c(OC)cc3c1[C@H](C2)N(C)CC3,-14,8,0.2,2,-4,-4,-7,-2,2,1
COC(=O)C1=C(c2ccc(OCc3ccccc3)cc2)C[C@@H]2CC[C@H]1N2C(=O)NCc1ccc([N+](=O)[O-])cc1,-4,0,-2.6,-42,-2,6,6,42,-8,-5
CCOC(=O)C1CCN(/C=C2/C(=O)NC(=S)N(c3cccc(OC)c3)C2=O)CC1,-5,-5,-2.1,35,-4,-6,-1,-35,-4,-1
CCN1CCN(c2cc(N3CCCC3)c(F)cc2[N+](=O)[O-])CC1,-7,-1,-0.4,-43,-2,0,7,43,8,·

# Reprinted from the results shown, 14 compounds:
SMILES,PvdQ acylase,dFosB act,CDK5 p35 inh,SR-BI uptake up,cardiac RTF act,HTR5A ag ctr,Rtt109 Vps75,SR-BI HDL uptake,MITF act,Wnt bcat act
CCN(CC)c1ccc(N=Cc2c(O)n(-c3ccc(Cl)cc3)c(=O)[nH]c2=O)cc1,-5,-3,0.5,-13,4,-5,9,13,5,-1
COC(=O)C1=C(c2ccc(F)cc2OCc2ccccc2)C[C@@H]2CC[C@H]1N2C(=O)NCc1ccc(OC)cc1,-16,-3,-2.4,-13,8,-2,-18,13,4,-5
O=C1NC(=O)C(Nc2ccc(Cl)c(Cl)c2)C(=O)N1,-8,-3,1.3,22,-3,1,0,-22,-9,6
Cc1nc2cc(C(F)(F)F)ccc2n1C1CCN(Cc2nnnn2Cc2ccc3c(c2)OCO3)CC1,11,4,-3.6,25,7,·,6,-25,·,-4
CCc1cc(=O)oc2c(C)c(OCC(=O)N3C[C@H]4C[C@@H](C3)c3cccc(=O)n3C4)ccc12,-11,-1,-1.5,20,-5,1,1,-20,-6,-1
O=C(CN1C(=O)COc2ccccc21)N1CCC2(CC1)OCCO2,-15,-10,0.0,17,2,1,-24,-17,-5,-1
O=C(C(=O)N1CCOCC1)c1cn(CCCOc2ccccc2)c2ccccc12,-5,-10,-0.5,-23,4,0,-3,23,-3,-3
Cc1ccc2nsnc2c1-n1c(C)nc2ccccc2c1=O,14,-5,0.3,3,-4,4,10,-3,-15,·
O=c1c2ccccc2nc(-c2ccco2)n1-c1ccc(Br)cc1,-7,-11,-3.3,-4,1,-7,19,4,·,-5
CC(Cc1ccccc1Sc1ccc(O)cc1)N(C)C (stereo not drawn),-2,7,3.1,13,-1,0,4,-13,17,·
CCCCn1c(=O)c(C=Nc2cccnc2Cl)c(O)n(CCCCl)c1=O,5,-12,-0.1,-2,10,1,3,2,-14,51*
CCOc1ccccc1-n1c(O)c(C=NCCCN(CC)CC)c(=O)[nH]c1=O,-15,5,0.1,2,4,-3,-5,-2,-2,-1
CCOc1cc(CN2CCN(C(=O)Cc3ccccc3)CC2)ccc1OC,-12,1,-0.3,1,9,1,-8,-1,·,0
COc1ccc2c(c1O)-c1c(OC)c(OC)cc3c1[C@H](C2)N(C)CC3,-14,8,0.2,2,-4,-4,-7,-2,2,1

# Screens (PubChem BioAssay)
